Screening results (PubChem BioAssay)
eIF4E-4G inh = eIF4E–eIF4G protein interaction inhibitors, primary screen, biochemical, uHTS, TR-FRET, eIF4GI fragment | actives 0.37% (n = 220,000) | Eukaryotic translation initiation factor 4E (Mus musculus) + Eukaryotic translation … | TR-FRET eIF4E-eIF4GI(517-606) binding, 2 h | inhibition, % at 21.7 µM;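 active means inhibition above about 30%, limit read from the data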;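 further: 0% = full FRET control wells and 100% = background wells lacking eIF4GI fragment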
Target sequence (P63073 whole entry, looked up, the tested form may be a part): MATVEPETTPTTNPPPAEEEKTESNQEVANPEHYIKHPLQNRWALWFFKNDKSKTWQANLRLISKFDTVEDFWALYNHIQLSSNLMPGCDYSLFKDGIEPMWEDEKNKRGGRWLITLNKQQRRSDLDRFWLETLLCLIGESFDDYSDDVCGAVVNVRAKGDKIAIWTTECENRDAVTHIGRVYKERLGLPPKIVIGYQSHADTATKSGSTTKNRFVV
Target sequence (Q04637 whole entry, looked up, the tested form may be a part): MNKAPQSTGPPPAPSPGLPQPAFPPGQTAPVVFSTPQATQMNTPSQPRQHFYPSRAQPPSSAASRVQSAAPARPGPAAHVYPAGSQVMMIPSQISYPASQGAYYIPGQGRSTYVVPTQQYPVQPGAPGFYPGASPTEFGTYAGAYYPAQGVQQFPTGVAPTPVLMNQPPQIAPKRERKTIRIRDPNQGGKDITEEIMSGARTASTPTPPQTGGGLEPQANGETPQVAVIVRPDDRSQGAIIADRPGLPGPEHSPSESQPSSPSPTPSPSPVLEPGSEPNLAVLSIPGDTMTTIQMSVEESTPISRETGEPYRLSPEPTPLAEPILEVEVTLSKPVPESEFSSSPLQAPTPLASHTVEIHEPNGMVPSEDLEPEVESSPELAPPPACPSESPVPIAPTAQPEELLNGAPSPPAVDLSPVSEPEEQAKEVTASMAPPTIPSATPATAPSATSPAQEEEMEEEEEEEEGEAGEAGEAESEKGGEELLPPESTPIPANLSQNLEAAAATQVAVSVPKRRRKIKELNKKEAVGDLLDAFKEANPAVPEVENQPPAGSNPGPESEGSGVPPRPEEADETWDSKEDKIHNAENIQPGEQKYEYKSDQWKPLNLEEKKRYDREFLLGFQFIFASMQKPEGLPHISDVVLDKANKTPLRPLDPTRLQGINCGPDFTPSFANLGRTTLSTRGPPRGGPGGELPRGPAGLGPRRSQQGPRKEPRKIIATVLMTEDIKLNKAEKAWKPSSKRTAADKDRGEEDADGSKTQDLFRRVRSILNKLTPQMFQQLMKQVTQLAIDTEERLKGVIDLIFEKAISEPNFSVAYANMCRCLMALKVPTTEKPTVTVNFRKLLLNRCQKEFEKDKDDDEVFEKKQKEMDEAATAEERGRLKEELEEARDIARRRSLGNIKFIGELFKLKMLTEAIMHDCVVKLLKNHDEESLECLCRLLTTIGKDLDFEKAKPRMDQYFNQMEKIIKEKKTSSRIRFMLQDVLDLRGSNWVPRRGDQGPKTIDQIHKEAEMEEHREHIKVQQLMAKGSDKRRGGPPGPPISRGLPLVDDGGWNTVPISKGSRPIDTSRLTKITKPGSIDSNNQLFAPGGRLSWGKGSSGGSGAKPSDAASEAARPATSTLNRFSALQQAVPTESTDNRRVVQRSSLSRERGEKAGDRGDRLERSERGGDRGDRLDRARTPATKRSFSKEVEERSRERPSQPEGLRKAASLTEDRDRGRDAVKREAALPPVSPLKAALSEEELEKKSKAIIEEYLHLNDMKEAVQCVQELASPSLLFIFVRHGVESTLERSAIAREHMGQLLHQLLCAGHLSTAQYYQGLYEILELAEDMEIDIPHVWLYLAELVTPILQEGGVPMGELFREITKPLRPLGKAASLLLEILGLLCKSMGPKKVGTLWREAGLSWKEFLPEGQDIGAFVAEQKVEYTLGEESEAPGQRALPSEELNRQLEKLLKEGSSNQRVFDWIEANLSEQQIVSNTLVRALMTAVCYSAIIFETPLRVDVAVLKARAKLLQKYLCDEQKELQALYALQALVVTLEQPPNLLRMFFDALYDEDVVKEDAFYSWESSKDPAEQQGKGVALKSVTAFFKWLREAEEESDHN
MDM2 E3 inh = MDM2-luciferase reporter signal enhancers, primary screen, MDM2 E3 ligase inhibitor project, cell-based, luminescence, 1536-well; E3 ubiquitin-protein ligase Mdm2 (Homo sapiens), Q00987; cell-based MDM2 ubiquitination luciferase reporter, 2 h; 0 = plate control, 100 = twice control, blank-subtracted; signal enhancement, % at 5 µM; actives 0.11% (n = 210,000); AID 1230, 2008;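 active means signal enhancement of 30% or more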;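 further: luminescence tracks abundance of the self-degrading MDM2-luciferase fusion protein; higher signal means inhibition of MDM2 E3 ligase activity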
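Test system: mammalian cells stably expressing self-ubiquitinating, self-degrading MDM2 E3–luciferase fusion; Amount: 2000 cells in each well; Medium: DMEM; Schedule: 4 h settle plus 2 h compound, 37 °C; Technique: SteadyLite luciferase luminescence after 15 min room-temperature reagent incubation; Benchmarks: plate control and blank wells.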
FXIIa inh 1536 = human FXIIa protease inhibitors, primary screen, biochemical, 1536-well | Coagulation factor XII (Homo sapiens), P00748 | purified FXIIa, Boc-QGR-AMC fluorogenic substrate, 2 h | inhibition, % at 5 µM | actives 0.3% (n = 220,000) | AID 800, 2007; in the data active means inhibition above about 40%;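 further: 0% = enzyme with no compound and 100% = blank without enzyme; many of its hits are not listed in these tables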
Rad51 HR inh = human RAD51 strand exchange inhibitors, primary screen, biochemical, fluorescence | DNA repair protein RAD51 homolog 1 (Homo sapiens), Q06609 | inhibition, % at 10 µM | hRad51 DNA strand exchange, fluorescence dequenching | actives 0.085% (n = 200,000) | AID 1385, 2008;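 active means inhibition above 40% at the single screening dose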;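 further: 0% = DMSO control wells and 100% = blanks with heterologous ssDNA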
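Test system: preformed human Rad51 ssDNA filaments. Compound dosing: single dose, 10 µM final compound. Incubation: filaments 15 min 37 °C, then compound 30 min. Technique: FRET fluorescence dequenching, excitation 485 nm, emission 520 nm. Read-out basis: percent inhibition from fluorescence, normalised to plate control and blank means. Benchmarks: plate controls and plate blanks.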
14-3-3 Bad PPI = inhibitors of 14-3-3 zeta/Bad binding, primary screen, biochemical, TR-FRET, bovine 14-3-3 zeta; 14-3-3 protein zeta/delta (Bos taurus), P63103; TR-FRET 14-3-3zeta/Dy647-pBad peptide displacement, 1 h; inhibition, % at 21.7 µM; actives 0.71% (n = 220,000);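 active means inhibition above about 70%, limit read from the data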;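 further: 0% = full 14-3-3 plus peptide FRET controls and 100% = background without 14-3-3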
hK5 inh = human KLK5 protease inhibitors, primary screen, biochemical, 1536-well; recombinant hK5, fluorogenic AMC substrate cleavage; Kallikrein-5 (Homo sapiens), Q9Y337; inhibition, % at 5 µM; actives 0.59% (n = 210,000);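 active means inhibition of 40% or more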;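 further: 0% = enzyme controls without compound and 100% = no-enzyme blanks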
p97 inhibitor = inhibitors of human p97 ATPase, primary screen, biochemical; inhibition, % at 8 µM; AID 1481, 2009; recombinant p97 ATPase, Kinase-Glo ATP luminescence, 3 h; actives 0.42% (n = 220,000); Transitional endoplasmic reticulum ATPase (Homo sapiens), P55072; in the data active means inhibition above about 15%;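 further: 0% = DMSO vehicle and 100% = wells lacking enzyme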
Wee1 degr inh = Wee1 degradation inhibitors, primary screen, cell-based, HeLa, Wee1K328M-luciferase, luminescence | Wee1-like protein kinase (Homo sapiens), P30291 | HeLa Luc-Wee1K328M stability; 100% = proteasome inhibitor MG132 effect | reporter increase, % at 5 µM | actives 1.2% (n = 220,000);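 active means activation above the mean of all tested compounds plus 3 SD, set per screening run, cut at about 8.8% in these data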;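 further: cells exposed to compound for 20 h before luminescence read; 0% = DMSO alone and 100% = MG132 at 30 µM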
FXIa inh = human FXIa protease inhibitors, primary screen, biochemical, 1536-well; Coagulation factor XI (Homo sapiens), P03951; purified FXIa, Boc-Glu-Ala-Arg-AMC fluorogenic substrate; inhibition, % at 5 µM; actives 0.14% (n = 220,000); AID 798, 2007;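 active means inhibition of at least 40%; inactive means inhibition below 40%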;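 further: fluorescence of freed AMC excited at 355 nm; 0% = enzyme without compound and 100% = no enzyme blank; many of its hits are not listed in these tables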
Starred values were filed as active, the others as inactive; x = not tested or not shown; [ ] = another dose, or the depositor's remark.

Compound,eIF4E-4G inh,MDM2 E3 inh,FXIIa inh 1536,Rad51 HR inh,14-3-3 Bad PPI,hK5 inh,p97 inhibitor,Wee1 degr inh,FXIa inh
CN(C)c1ccc(P(=O)(COc2ccc([N+](=O)[O-])cc2)c2ccc(N(C)C)cc2)cc1,-1,-7,4,29,3,-3,11,-4,2
C=CCn1c(=O)/c(=C/c2ccc(C)o2)s/c1=C(/C#N)C(=O)c1ccccc1,1,-2,18,-109,3,4,3,-4,6
C=CCNC(=O)C1CC(=O)N(c2ccc(OCC(=O)Nc3ccccc3)cc2)C1 (stereo not drawn),0,-26,-5,11,0,-4,1,5,0
Cc1cc2n(n1)C(c1ccc3c(c1)OCO3)Nc1c(C)cccc1-2 (stereo not drawn),3,-9,5,4,-1,10,0,-2,5
Cc1cc(C(=O)COC(=O)C23CC4CC(CC(O)(C4)C2)C3)c(C)n1-c1c(C)n(C)n(-c2ccccc2)c1=O,-1,-9,7,-5,-9,10,1,-2,0
CC(C)OCCCN(CC(O)c1ccccc1)CC(O)c1ccccc1 (stereo not drawn),-2,-13,7,-5,37,-10,3,2,13
Cn1c(N)c(C(=O)COC(=O)CNS(=O)(=O)c2cccc(Cl)c2)c(=O)n(C)c1=O,2,-15,14,-1,-10[fluorescence artefact?],-23,6,-1,6
Cc1cc(C(=O)N/N=C/c2ccc(-c3cccc(Cl)c3Cl)o2)n[nH]1,11,x,13,x,21,-16,1,0,7
COc1ccc(-n2c(Cc3cc(=O)[nH]c(=O)[nH]3)nnc2SCC(=O)Nc2ccccc2)cc1,-2,-22,15,x,2,-5,1,-1,0
CCCn1nc(Oc2nc(NC(C)C)nc(N(C)C)n2)ccc1=O,2,-13,-1,22,-9,-2,-2,3,-6
O=c1oc2ccccc2cc1-c1csc(NN=C2CCCC2)n1,4,-10,6,x,-15,-3,2,1,0
CCc1nc(SCC(=O)O)c(C#N)c2c1CCCC2,0,6,8,6,-2,-1,7,0,-2
CCCNC(=O)C1CCN(S(=O)(=O)c2cccc3nonc23)CC1,0,10,9,1,-10,4,3,1,0
Cc1cc(C)c2cc(CN(CCN3CCCC3)C(=O)Nc3ccc(F)cc3)c(=O)[nH]c2c1,0,0,27,-2,-2,-7,-3,2,7
O=C(NN1C(=O)c2ccccc2NC1c1ccccc1OCc1ccccc1)c1ccncc1 (stereo not drawn),4,22,17,-5,6,-14,2,-1,7
Nc1nc(Sc2ccc(C(F)(F)F)cc2[N+](=O)[O-])n[nH]1,-5,-15,-13,-12,5,-10,-3,0,3
O=C(NCCc1c[nH]c2ccccc12)C(=O)NCC(c1ccco1)N1CCN(c2ccc(F)cc2)CC1 (stereo not drawn),-1,x,12,x,-8,-18,3,2,6
COc1ccc2c(c1)CCc1c(C(=O)NCc3ccco3)noc1-2,4,3,8,3,5,-22,5,1,-10
CCOc1cc(C)c(S(=O)(=O)NC2CCCCC2)cc1C,6,-19,-2,8,3[fluorescence artefact?],3,1,-2,-9
COCCN1Cc2cc3cc(C)ccc3nc2SC1=Nc1cccc(OC)c1,-1,-10,10,12,3,-13,-2,1,-1
COc1ccccc1OCCCCNC(C)(C)C,0,2,11,3,14,-15,7,-3,1
COc1cccc(/C=C2\SC(=S)N(NC(=O)c3ccncc3)C2=O)c1,-3,-15,5,31,-13,1,3,1,0
CC/C(=C/c1sc2ccccc2[n+]1CC)SC,-7,5,8,-10,-24,-14,-4,-2,-2
Cc1cccc(C(=O)OCC(=O)NCCCc2ccccc2)c1,5,-13,3,-2,-2,-9,2,-3,1
CCOC(=O)n1c(=O)n(Cc2ccccc2)c2ccccc21,x,-18,13,8,x,-4,-1,0,4
COC(=O)CCC(=O)COc1ccccc1C#N,15[fluorescence artefact?],-21,13,2,-3,-10,0,4,-3
O=C(CCc1nc2ccccc2[nH]1)N1CCc2ccccc2C1,2,x,11,x,-12,-10,9,0,3
COc1cc2c(cc1NS(=O)(=O)N1CCCC1)oc1ccccc12,8,-11,13,7,-15,-36,0,-3,-4
CCOc1ccc(-c2cc(N)n(S(=O)(=O)c3ccc(OC)cc3)n2)cc1,-2,-3,7,-2,-3,2,-10,0,0
COc1ccc(N2CCC(CNC(=S)Nc3c(C)cc(C)cc3C)C2)cc1 (stereo not drawn),16,x,2,18,2,-4,1,3,-4

New compounds follow
Compound,eIF4E-4G inh,MDM2 E3 inh,FXIIa inh 1536,Rad51 HR inh,14-3-3 Bad PPI,hK5 inh,p97 inhibitor,Wee1 degr inh,FXIa inh
CCCCCCOC(=O)c1ccc(N)cc1,-2,x,2,-20,-8,-3,3,5,-3
CC(C)(C)c1ccc(OCC(O)CS(=O)(=O)c2ccccn2)cc1 (stereo not drawn),0,-13,15,0,2[fluorescence artefact?],-2,2,-3,0
Cc1ccc(S(=O)(=O)NCCCCCC(=O)Nc2cccc(C)c2)cc1,-1,9,0,x,-3[fluorescence artefact?],-18,-1,-2,-2
CCOC(=O)c1ccc(NC(=S)N2CCCC(C(=O)OCC)C2)cc1 (stereo not drawn),0,-39,19,-6,-11,20,-2,1,32
Cc1cccc(CSc2ccc3nnc(-c4cccs4)n3n2)c1,-2,-13,0,-12,6,-10,3,0,-4
Cc1cc(C(=O)CSc2nc3ccccc3[nH]2)c(C)n1C,-4,-41,-19,0,-17,-12,5,1,-18
CSc1ccccc1C(=O)Nc1cccc([N+](=O)[O-])c1,0,-5,6,16,-26,-13,0,3,-6
CC(C)NC(=O)CN(Cc1ccccc1)S(=O)(=O)c1ccccc1,-1,-11,10,10,-4,0,3,1,0
Nn1c(-c2ccccc2)nc2ccccc2c1=O,-1,-9,0,x,-7,-2,6,0,-4
O=C(Nc1ncn[nH]1)c1ccc(Cl)c(S(=O)(=O)Nc2ccc(Cl)cc2)c1,-1,-10,3,4,-20[fluorescence artefact?],-24,5,5,-1
O=C(C(NS(=O)(=O)c1cccs1)c1ccccc1)N1CCN(c2ccccc2F)CC1 (stereo not drawn),x,-4,8,-5,x,-12,1,-1,1
Cc1[nH]c(=O)[nH]c(=O)c1CSc1nnc(CCCCCNC(=O)OC(C)(C)C)o1,6,-1,17,10,-4[fluorescence artefact?],1,1,3,-4
COc1ccc(NC(=O)Nc2cc(F)ccc2C)cc1,-3,-10,12,11,-4,22,2,-1,2
COc1ccc(S(=O)(=O)Nc2ccc3c(c2)CCC3)cc1,3,-6,2,x,0,x,2,-1,-2
O=C1C=C(NCc2ccco2)C2(CCCCC2)O1,-2[fluorescence artefact?],-12,4,-7,-10[fluorescence artefact?],-22,3,-1,-4
COC(=O)c1sccc1NC(=O)Nc1cccc(Cl)c1Cl,-3[fluorescence artefact?],-9,5,-6,-10[fluorescence artefact?],-16,2,1,-2
Cc1nc2ccccc2cc1OCc1ccccc1,3,-18,1,x,-12,2,-5,0,-10
O=C(c1cccs1)N1CCN=C1SCc1ccc(F)cc1,-5,-10,0,1,-1,-1,3,-2,-3
CCC(Cc1ccccc1)NC(=O)C1CCC(CNc2c(N3CCCC3)c(=O)c2=O)CC1 (stereo not drawn),-7,-3,14,9,10,-3,0,0,2
NC(=O)CSc1nnc(-c2cnccn2)n1Cc1ccco1,0,1,9,-3,-1,1,0,1,2
Cc1c(S(=O)(=O)N2CCN(c3cccc(C(F)(F)F)c3)CC2)c(=O)n(C)c(=O)n1C,-4[fluorescence artefact?],-9,-13,1,7,-1,-4,2,-3
COc1ccc(OC)c(NC(=O)N[C@H](Cc2ccccc2)C(=O)NN)c1,-5,-4,13,19,-3,-10,9,2,4
CC(C)N(Cc1nc(-c2ccccc2)no1)C(=O)C(C)(C)C,-9,-5,9,-13,15,-17,-1,-1,7
CCCNC(=O)COC(=O)CCC(=O)c1cccs1,1[fluorescence artefact?],-8,-1,1,7,-17,-3,1,-8
C/C(=C1/SC(N2CCOCC2)=NC1=O)c1ccc(Br)cc1,3,-9,11,-1,1,-19,-3,3,1
O=C(NN1C(=O)CSC1=S)C(=O)NN1C(=O)CSC1=S,-1,17,5,14,-13,-8,6,-1,-1
Cc1ccc2nc(SCC(=O)N3c4ccccc4CC3C)c(C)cc2c1 (stereo not drawn),-15,-10,15,-6,-16,-11,6,-2,-4
CCN(C(=O)COC(=O)c1cc(NS(=O)(=O)c2ccc(Cl)c([N+](=O)[O-])c2)ccc1O)C1CCCCC1,-1[fluorescence artefact?],-5,-5,1,-10,-9,6,-1,-4
O=C(c1cccnc1)n1nc(NCc2ccccc2)nc1NCc1ccccc1,-1,-10,13,x,-5,x,9,1,4
CCCN1C(=O)C(NC(C)=O)c2ccccc21 (stereo not drawn),4,-7,-2,-3,10,-16,1,-2,3

The list goes on, starting with the last 2 of the part before.
Compound,eIF4E-4G inh,MDM2 E3 inh,FXIIa inh 1536,Rad51 HR inh,14-3-3 Bad PPI,hK5 inh,p97 inhibitor,Wee1 degr inh,FXIa inh
O=C(c1cccnc1)n1nc(NCc2ccccc2)nc1NCc1ccccc1,-1,-10,13,x,-5,x,9,1,4
CCCN1C(=O)C(NC(C)=O)c2ccccc21 (stereo not drawn),4,-7,-2,-3,10,-16,1,-2,3
COc1cc(CNc2ccc(O)cc2)cc(Br)c1OCc1ccccc1F,3[fluorescence artefact?],-9,10,-14,-3[fluorescence artefact?],-1,15*,-2,2
Cc1ccc(C2N(c3ccccc3)C(=O)N3CCCN23)cc1 (stereo not drawn),3,-10,2,16,7,-8,2,0,-3
NS(=O)(=O)c1ccc(CCNC(=O)C2CCC(CNS(=O)(=O)c3ccc(Br)s3)CC2)cc1 (stereo not drawn),-3,-26,6,29,-24,0,3,1,-1
COc1cccc(NC(=O)c2ccccc2-c2ccccc2)c1,-8,-15,-1,17,3,-13,-2,-3,-2
CC(C)OP(=O)(c1ccc(N(C)C)cc1)C(O)c1cccnc1 (stereo not drawn),3,-10,2,-1,-3,12,-7,-1,-10
CCCOc1ccc2c3c(c(=O)oc2c1)CCCC3,1,-3,4,-9,2[fluorescence artefact?],-5,0,3,4
Cc1ccc(-c2c(C#N)c(N)nc3c2CCCC3)s1,x,-15,23,-5,x,33,-2,-3,4
